Assay outcomes (PubChem)
Pf Dd2 growth – qHTS Primary assay for Inhibitors of Plasmodium falciparum Dd2 growth in vitro. P. falciparum Dd2 growth, SYBR Green, 72 h. Potency, µM (doses to about 28.9 µM), without a hit: at the highest dose activity, negative = inhibition, actives largely listed as inhibitors. actives 4.3% (n = 120,000); active = well fitted inhibition curve with a large enough effect; inconclusive = small, poorly fitted or top-dose-only effect; inactive = no such curve, though single readings can be large or run the other way;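 note: plate controls were DMSO vehicle for no effect and reference drug for full effect; nearly all actives have a fitted effect of over 65% in size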
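Readout: SYBR Green fluorescence, 485 nm excitation, 535 nm emission, after ~16 h lysis at 37C. Before that, Dd2-infected red cells (2.5% hematocrit) grew 72 h with compound, 29 uM top final concentration.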
An asterisk follows results filed as active; i = inactive; u = inconclusive; [ ] = another dose, or the depositor's remark. Potency is the fitted concentration of half-maximal effect. This is a subset; rates above refer to the full screens.

SMILES	Pf Dd2 growth
Cc1cc(F)ccc1NC(=O)C1CN(S(=O)(=O)C2CC2)CC12CCCCC2 (configuration not stated)	u
COCCn1c(C)cnc1CCNC(=O)C1CCOCC1	-13%
CCOc1cc(=O)n2c(c1C(=O)Nc1ccc(C#N)cc1)CCCC2	-5%
Cc1c(CCNC(=O)c2ccc(Br)o2)sc2nc(-c3ccc(Cl)cc3)nn12	-16%
CC1=C[C@@H](CN)[C@H](C(C)C)C[C@H]1Cc1nc2ccc(C)cc2[nH]1	10µM*
COc1cc(OC)cc(C(=O)NC2CCCN(c3cc(-c4ccccc4)[nH]n3)C2)c1 (configuration not stated)	-11%
Cc1noc(-c2cn(C3CCN(C(=O)c4ccoc4)CC3)nn2)n1	i
COCC1CN(C(C)=O)CC12CCN(C(=O)c1cccc(C)c1)CC2 (configuration not stated)	68%[activator]
Cc1cc(C)cc(C(=O)NC(C)C(=O)N2CCN(c3ccccn3)CC2)c1 (configuration not stated)	1%
CC(C)CNC(=O)N1CCC(N2C(=O)C(OCC3CC3)C23CCCCC3)CC1 (configuration not stated)	-13%
O=C(NC1CC1)[C@H]1O[C@H](CCN2CCOCC2)CC[C@@H]1O	-22%[44.1 µM]
NC(=O)NCC(=O)N1CCC2(CCCN(CCCc3ccccc3)C2)C1 (configuration not stated)	6%
CC1CCN([C@@H]2[C@H](O)[C@H](CO)O[C@@H]2CN(Cc2ccc(F)cc2)Cc2ccc(F)cc2)CC1	u
CC(=O)N1CCc2sc(C(=O)NCc3cccc(Cl)c3)cc2C1	i
CCc1cccc(NC(=O)c2ccc3c(c2)c(C)c(C)n3Cc2ccc(F)cc2)c1	u
CC(C)CNC(=O)CCC1CCN(S(=O)(=O)c2ccccc2F)CC1	-24%
Cc1cccc(CCNC(=O)c2noc(-c3ccc4c(c3)OCO4)n2)c1	37%[activator]
COc1ccc(CN2C[C@H]3CN(Cc4ccc([N+](=O)[O-])cc4)CCN3C2=O)cc1	20%[44.1 µM]
COc1ccc(NC(=O)c2ccc3c(c2)N(C)C2CCCCN2C3=O)cc1F (configuration not stated)	-6%
COc1ccc(CCNC(=O)c2cc(Nc3cc(C)cc(C)c3)nc3ccccc23)cc1OC	i
CCC(=O)N1CCN(C2CCN(CCC(C)C)C2=O)CC1 (configuration not stated)	-22%
CC1=C[C@@H](CNS(=O)(=O)c2cccc(C#N)c2)[C@H](C(C)C)C[C@H]1CC(=O)N(C)Cc1cccnc1	i
COc1ccccc1CCNC(=O)C(=O)NCC(c1ccco1)S(=O)(=O)c1ccc(C)cc1 (configuration not stated)	i
O=C(Cc1ccccc1)NCC1CN(Cc2cccnc2)CC12CN(c1ccccc1)C2 (configuration not stated)	u
COc1ccc(-n2ncc(C(=O)N3CCN(c4ncccn4)CC3)c2C2CCN(C(=O)OC(C)(C)C)CC2)cc1	20%
CC(=O)N1CCCc2cc(S(=O)(=O)NCc3ccc(OC(C)C)cc3)ccc21	4%
CC(=O)N1CCC(C(=O)N2CCC(N3CC(OCC4CC4)C34CCOCC4)CC2)CC1 (configuration not stated)	9%
COc1ccc(Cl)cc1NC(=O)CSc1nnc2[nH]c(=O)cc(-c3ccccc3)n12	3%
CCN(CC)C(=O)[C@H]1CCC[C@H]1NC(=O)c1ccncc1	6%
CCNC(=O)[C@@H]1C[C@H](n2cc(CN(C)C(=O)c3cccc(C)c3C)nn2)CN1	2%
O=C(NCC12CCCC=C1N(Cc1ccccc1)C(=O)CC2)C1CCC1 (configuration not stated)	u
O=C(Cn1cccc1-c1nc(-c2ccc(F)cc2)no1)NCc1ccc(F)cc1	6%
COC(=O)CNC(=O)N1CC(c2nnc(-c3ccncc3)o2)C2(CCOCC2)C1 (configuration not stated)	24%
COc1cccc(-c2cc3c(ccn3Cc3cccnc3)c(C3=CCOCC3)n2)c1OC	-5%[44.1 µM]
Cc1ccc(C)c(-c2cc3c(=O)n(CCNC(=O)c4ccccc4Cl)ccn3n2)c1	u
Cn1cc(C(O)c2nc(Nc3ccc(OC(F)(F)F)cc3)n[nH]2)cn1 (configuration not stated)	-4%[44.1 µM]
CCOC(=O)c1c(C)oc2nc(C)nc(Nc3ccc(CC)cc3)c12	u
CCOc1ccccc1CN1CCNC(=O)C1CC(=O)NCc1ccco1 (configuration not stated)	-1%
COCc1nc2nccc(-c3ccc4c(c3)CC(C)O4)n2n1 (configuration not stated)	-21%
COc1cccc(S(=O)(=O)N2CCC3(CC2)CC2C(=O)NCCN2C3)c1 (configuration not stated)	9%

Reformatted as labelled records: entries from further up
> Cc1ccc(C)c(-c2cc3c(=O)n(CCNC(=O)c4ccccc4Cl)ccn3n2)c1
  Pf Dd2 growth = u
> Cn1cc(C(O)c2nc(Nc3ccc(OC(F)(F)F)cc3)n[nH]2)cn1 (configuration not stated)
  Pf Dd2 growth = -4%[44.1 µM]

(listing goes on)
SMILES	Pf Dd2 growth
COc1ccccc1S(=O)(=O)NC1CCCN(C2CCCCCC2)C1 (configuration not stated)	u
CCCn1nc(C)c(-c2cc(C(=O)N3CCc4c(nc5cc(-c6ccccc6)[nH]n5c4=O)C3)[nH]n2)c1C	43%[activator][5.79 µM]
CSc1nc(=O)c2c(n1C)NC(=O)CC2c1cc(F)cc(F)c1 (configuration not stated)	i
COCCNc1ncc(-c2ccc(OC)c(OC)c2)c2c1OCC2	i
COc1cc2c(cc1OCc1ccncc1)NC(=O)C21CCN(c2ncccn2)CC1	i
COc1cccc(NC(=O)c2cn(C3CCCCC3)c(=O)c3c2c2ccccc2n3C)c1	u
Cn1c(Cn2cccn2)nnc1C1CCCN(Cc2nc(C(N)=O)no2)C1 (configuration not stated)	i
CCC1Oc2ccc(NC(=O)c3ccccc3F)cc2CN(CCc2ccc(OC)c(OC)c2)C1=O (configuration not stated)	1.8µM*
Cc1nc(N)ncc1C(=O)N(C)Cc1cn[nH]c1-c1ccccc1	7%
Cn1cc(CNC(=O)C[C@@H]2C[C@H]3O[C@H](CNCc4cnccc4C(F)(F)F)[C@@H](O)[C@H]3O2)cn1	11%
COc1ccccc1CN1CCC2(CC1)OC(=O)N(Cc1ccc(NC(C)=O)cc1)C2(C)c1ccccc1 (configuration not stated)	13µM*
COc1ncccc1-c1cnc2[nH]cc(CC(=O)Nc3cccnc3)c2c1	u
CCC(C(=O)Nc1cc(C)ccc1OC)n1nnc(C(=O)OC)c1C(=O)OC (configuration not stated)	-21%
Cc1noc([C@@H]2CN(C(=O)c3c[nH]c4ccccc34)C[C@H]2CO)n1	16%
COc1ccc(CNC(=O)c2ccc(-c3nc(CSc4ccc(C)cc4)c(C)o3)cc2)cc1OC	15%
O=C(NCc1ccccc1)c1ccc2c(c1)CCN2S(=O)(=O)c1ccccc1	-19%
CCOC(=O)c1cccc(NC(=O)C2=C(C)C(=O)OC23CCCCC3)c1	u
CN(Cc1ccccn1)C(=O)CC(c1cccc(O)c1)c1ccccc1Cl (configuration not stated)	i
CC(=O)N1CCC2(CC1)CN(C(=O)CCCNC(N)=O)Cc1ccccc1O2	1%
Cc1ccc(S(=O)(=O)c2nc(-c3ccco3)oc2SC(C)C)cc1	25%
CC[C@H]1CN2CC[C@H]1C[C@@H]2CNC(=O)Nc1ccc(C(C)(C)C)cc1	5%[44.1 µM]
O=C(c1cc2n(n1)CC(c1ccc(Cl)cc1)OC2)N1CCN(c2ccc(F)cc2)CC1 (configuration not stated)	i
CCN(c1cc(C)cc(C)c1)S(=O)(=O)c1nnc(NC(=O)c2ccccc2C)s1	-11%
CCCn1c(C)cnc1CCNC(=O)CC1CCN(C(C)=O)CC1	-14%
CC(=O)N1CCCCCC1c1nc(-c2ccncc2)no1 (configuration not stated)	15%
CCOc1ccc(S(=O)(=O)Nc2ccc3oc(C)c(C(=O)OC(C)C)c3c2)cc1	i
Cc1cc(C)c2oc(-c3cccc(NC(=O)c4cc5ccccc5o4)c3)nc2c1	i
Cc1ccc(NC(=O)c2cc3c(=O)[nH]c4ccccc4c3n2C)cc1F	26%
CCn1c(CO)nnc1C1CC(NC(=O)c2nn(C)c(C)c2Cl)C1 (configuration not stated)	-21%
CNC(=O)[C@@H]1CN(C(=O)C2(c3ccc(OC)cc3)CC2)C[C@H]1CO	4%
CCc1ccc(CNC(=O)c2ccc3c(c2)nc2n3CCCCC2)cc1	11%
CCCC(=O)NC1CCN(c2ccc(C)cc2)C1=O (configuration not stated)	-12%
Cc1ccc(CCNC(=O)c2cc3c(N4CCCC4)nc(C)cn3n2)cc1	-12%
Cc1ccc(-c2nnc(SCC(=O)NC(C)(C)C)nc2-c2ccc(C)cc2)cc1	u
COc1ccc(CN(C(=O)Cc2coc3ccc(C)cc23)C2CCS(=O)(=O)C2)cc1 (configuration not stated)	-8%
Cc1ccccc1CN1CCN(C(=O)CN2CCCC2=O)CC(O)C1 (configuration not stated)	1%
O=C(CCCc1ccccc1)N1C[C@@H](CN2CCOCC2)[C@@H](CO)C1	0%
O=C(C1CC(=O)N(C2CC2)C1)N1CCC(Oc2ccccc2Cl)CC1 (configuration not stated)	i
CCOc1ccc(OCC)c(Nc2nc3ccc(C(=O)c4ccccc4)cc3n3cnnc23)c1	i
Cc1ccc(S(=O)(=O)c2nc(S(=O)(=O)c3ccc(C)cc3)c(NCCCOC(C)C)s2)cc1	2.2µM*

A draw from above in order of heavy-atom count, falling:
SMILES	Pf Dd2 growth
Cc1ccc(S(=O)(=O)c2nc(S(=O)(=O)c3ccc(C)cc3)c(NCCCOC(C)C)s2)cc1	2.2µM*
O=C(c1cc2n(n1)CC(c1ccc(Cl)cc1)OC2)N1CCN(c2ccc(F)cc2)CC1 (configuration not stated)	i
CCc1ccc(CNC(=O)c2ccc3c(c2)nc2n3CCCCC2)cc1	11%
CC[C@H]1CN2CC[C@H]1C[C@@H]2CNC(=O)Nc1ccc(C(C)(C)C)cc1	5%[44.1 µM]
CCCn1c(C)cnc1CCNC(=O)CC1CCN(C(C)=O)CC1	-14%

More records follow.
SMILES	Pf Dd2 growth
Cc1ccc(-n2c(=O)c3ccc(C(=O)NCc4ccco4)cc3n(Cc3ccccc3Cl)c2=O)cc1	1%
N[C@H]1CCN2C(=O)c3cc(-c4ccc5c(c4)OCO5)ccc3NC(=O)[C@H]12	0%[44.1 µM]
CS(=O)(=O)c1ccc(CNC[C@H]2Cn3ccnc3CO2)cc1	9%[44.1 µM]
O[C@H]1[C@H](NCc2ccccn2)[C@H]2CO[C@H](O2)[C@@H]1N1CCC(Cc2ccccc2)CC1	-19%[44.1 µM]
CN(Cc1cccc2cnccc12)C(=O)c1cn(Cc2ccccc2F)nn1	-16%
O=C(NC1CCN(c2ccc(F)cc2)C1=O)c1ccccc1C(F)(F)F (configuration not stated)	i
Cc1cnc(C2CCOCC2)n1C1CCCNC1 (configuration not stated)	-5%
COc1ccc(CNC(=O)C2CC(=O)N(c3n[nH]c4cccc(F)c34)C2)cc1OC (configuration not stated)	u
CCCc1ncncc1C(=O)N1C[C@@H](C)[C@](O)(C2CC2)C1	-1%
CCN1C(=O)CCN(Cc2cccc(OC(F)(F)F)c2)CC12CCOCC2	u
O=C(Nc1cccc(-c2nnc3n2CCCC3)c1)c1ccccc1	u
CCn1ncc(N2CCC(NC(=O)CCC3CCCC3)CC2)cc1=O	-8%
O=C(COc1ccccc1Cl)OCc1cc(=O)n2nc(-c3cccs3)sc2n1	-2%
CCc1nonc1NC(=O)c1oc2ccc(Br)cc2c1C	12%
O=C(c1cc(Cl)ccc1F)N1CCC(c2n[nH]c(=O)n2-c2ccccc2)CC1	-21%
O=C(C1CC1)N1CCC(Oc2ccccc2)C1 (configuration not stated)	u
O=C1Nc2ccccc2CC12CCN2Cc1ccc(C(F)(F)F)cc1 (configuration not stated)	i
O=S(=O)(NCC1(COc2cnccn2)C[C@@H](O)[C@@H](O)C1)c1ccc(Cl)cc1 (some centres not stated)	-28%
CN1C(=O)CCCCC1C(=O)NCc1ccc(Cl)cc1 (configuration not stated)	8%
O=C(C[C@@H]1C[C@H]2O[C@H](CNCc3ccccc3C(F)(F)F)[C@@H](O)[C@H]2O1)N1CCOCC1	-15%

Quoted at random: 4 entries already listed
SMILES	Pf Dd2 growth
COCc1nc2nccc(-c3ccc4c(c3)CC(C)O4)n2n1 (configuration not stated)	-21%
Cn1cc(C(O)c2nc(Nc3ccc(OC(F)(F)F)cc3)n[nH]2)cn1 (configuration not stated)	-4%[44.1 µM]
CC(=O)N1CCCCCC1c1nc(-c2ccncc2)no1 (configuration not stated)	15%
COc1cccc(S(=O)(=O)N2CCC3(CC2)CC2C(=O)NCCN2C3)c1 (configuration not stated)	9%

Further records
SMILES	Pf Dd2 growth
COc1cccc(-c2cc3c(=O)n(CCNC(=O)COc4cccc(C)c4)ccn3n2)c1	-20%
CCc1nc(C)cn1S(=O)(=O)c1ccc(Cl)c(Cl)c1OC	-21%
CC(C)C[C@@H]1N[C@H](C(=O)N2CCOCC2)Cc2cn(Cc3ccncc3)c3cccc1c23	10µM*
CCOc1ccc(C(=O)NCc2nc(-c3ccc(Cl)cc3)no2)cc1OCC	i
Cc1cccc(C)c1NC(=O)CN1C(=O)c2ccccc2Sc2ncccc21	-22%
Cc1ccc(C(=O)N2CCCCC2)cc1NC(=O)c1nsc2ccccc12	u
Cc1cccc(CCn2c(=O)c3ccccc3n(Cc3cccc(F)c3)c2=O)c1	u
CCn1ccc(C(=O)N2CC(Oc3ccc(-c4nc(C)no4)cc3)C2)n1	-17%[5.79 µM]
